Bioassay records deposited in PubChem by Sanford-Burnham Center for Chemical Genomics.
PfG6PD inh: PfG6PD enzyme inhibitors, primary screen, biochemical, fluorescence intensity, uHTS; glucose-6-phosphate dehydrogenase-6-phosphogluconolactonase (Plasmodium falciparum 3D7); PfGluPho enzyme, NADPH resazurin-diaphorase fluorescence; inhibition, % at 20 µM; 350,000 compounds, 0.78% hits; AID 504690, 2011;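 active = inhibition reaching at least a set limit at 20 µM in the primary screen, cut at about 59% in these data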;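 note: 0% = DMSO wells with substrate and 100% = DMSO wells lacking glucose-6-phosphate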
hIAP act: human IAP activators, primary screen, biochemical, luminescence, uHTS; purified human IAP, CDP-Star luminescence, 30 min; stronger effect = higher value; 1 = vehicle-only enzyme, 0 = enzyme-free background; activation factor at 10 µM; 330,000 compounds, 0.16% hits; AID 2524, 2010;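 active = activation factor of the enzyme at least 2-fold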; note: the source names both 10 and 20 µM as test concentration; values of inactives mirror those of a sister screen read the other way
Target sequence (P09923 whole entry, looked up): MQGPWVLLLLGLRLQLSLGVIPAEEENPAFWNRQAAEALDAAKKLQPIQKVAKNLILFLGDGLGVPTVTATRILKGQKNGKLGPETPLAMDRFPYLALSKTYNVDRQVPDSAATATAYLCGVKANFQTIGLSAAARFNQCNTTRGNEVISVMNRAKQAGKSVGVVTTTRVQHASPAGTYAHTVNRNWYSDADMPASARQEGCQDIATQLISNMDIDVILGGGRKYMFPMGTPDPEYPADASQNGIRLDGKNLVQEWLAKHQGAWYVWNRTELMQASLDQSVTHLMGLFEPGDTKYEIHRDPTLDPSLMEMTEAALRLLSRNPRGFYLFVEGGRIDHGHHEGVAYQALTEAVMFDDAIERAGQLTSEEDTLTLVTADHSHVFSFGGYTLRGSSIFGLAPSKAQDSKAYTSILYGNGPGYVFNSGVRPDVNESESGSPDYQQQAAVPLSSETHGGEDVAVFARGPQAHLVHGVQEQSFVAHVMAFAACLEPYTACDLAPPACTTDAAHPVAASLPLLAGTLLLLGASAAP
NR3A LBD binder: binders of NR3A ligand-binding domain, primary screen, biophysical, differential scanning fluorimetry, uHTS; NR3A LBD differential scanning fluorimetry, Tm shift; 0% = protein alone, 100% = glycine-bound protein; Tm shift relative to glycine control, % at 25 µM; 340,000 compounds, 2.5% hits;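 active = melting temperature shift of at least 10% of the positive control shift, at one fixed dose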
MPTP block: mitochondrial permeability transition pore inhibitors, primary screen, biochemical, isolated mouse mitochondria, absorbance; Ca2+ swelling absorbance, 30 min; inhibition, % at 10 µM; 360,000 compounds, 1.4% hits;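 active = inhibition of 50% or more, scaled per plate between neutral and stimulator controls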;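 note: 0% = DMSO wells given calcium and 100% = 1 mM EGTA wells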
SENP1 FRET inh: human SENP1 catalytic domain inhibitors, primary screen, biochemical, FRET, uHTS. Sentrin-specific protease 1 (Homo sapiens), Q9P0U3. recombinant SENP1 catalytic domain, CyPet-SUMO1-YPet FRET cleavage. inhibition, % at 10 µM. 360,000 compounds, 0.21% hits. AID 624204, 2012;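 active = inhibition at least 30% at 10 µM, raw YFP signal under a set limit, fluorescence ratio 0.5 to 1.5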;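 note: 0% = enzyme with DMSO and 100% = no enzyme wells; some results filed as inactive read as strong as hits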
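Controls: no-enzyme wells low, DMSO-plus-enzyme wells high control. Test system: human recombinant His6-tagged SENP1 catalytic domain enzyme. Reagent: SFCypet-SUMO1-SFYpet FRET protein substrate, 25 nM final. Doses: one dose per compound, 10 µM, 0.5% DMSO. Detection: FRET, CFP and YFP emission. Timing: 50 min reaction at room temperature.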
ATG4B inh: ATG4B protease inhibitors, primary screen, biochemical, fluorescence, uHTS | Cysteine protease ATG4B (Homo sapiens), Q9Y4P1 | ATG4B cleavage of LC3-PLA2, NBD-HPC fluorescence, 1 h | inhibition, % at 8.33 µM | 340,000 compounds, 0.51% hits; in the data active = inhibition above about 40%
Target sequence (Q9Y4P1 whole entry, looked up): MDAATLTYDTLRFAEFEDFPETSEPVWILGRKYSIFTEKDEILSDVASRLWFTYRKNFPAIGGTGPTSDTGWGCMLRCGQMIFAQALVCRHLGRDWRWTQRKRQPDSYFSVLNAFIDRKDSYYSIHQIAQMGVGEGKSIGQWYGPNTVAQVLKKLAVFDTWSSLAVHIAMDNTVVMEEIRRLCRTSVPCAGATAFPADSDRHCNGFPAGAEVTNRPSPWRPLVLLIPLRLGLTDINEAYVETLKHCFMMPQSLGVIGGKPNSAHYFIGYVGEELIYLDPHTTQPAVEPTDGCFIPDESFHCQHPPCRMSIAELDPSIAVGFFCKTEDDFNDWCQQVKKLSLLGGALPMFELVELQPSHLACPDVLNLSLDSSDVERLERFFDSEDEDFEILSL
SENP8 block: human SENP8 protease inhibitors, primary screen, biochemical, fluorescence, Nedd8 protein substrate, uHTS; recombinant SENP8; inhibition, % at 20 µM; 360,000 compounds, 0.64% hits; AID 602440, 2012; in the data active = inhibition mostly above about 40%, no sharp cut-off; inactive = mostly below about 27%
SENP6 inh: SENP6 protease inhibitors, primary screen, biochemical, luminescence, uHTS; Sentrin-specific protease 6 (Homo sapiens), Q9GZR1; Recombinant SENP6 catalytic domain, aminoluciferin luminescence; inhibition, % at 10 µM; 330,000 compounds, 1.8% hits;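 active = inhibition above about 50% at the single tested dose, limit read from the data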;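 note: plate controls were DMSO wells with enzyme for no effect and DMSO wells lacking enzyme for full effect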
* hit, by the source's call.

Results for Cc1ccc(C)c(OCCC(=O)OCC(=O)NNC(=O)c2ccccc2)c1 ?
PfG6PD inh: -8; hIAP act: 1.1; NR3A LBD binder: -2; MPTP block: 0.0; SENP1 FRET inh: 0; ATG4B inh: -5; SENP8 block: 14; SENP6 inh: -17

Results for CC(C)Sc1cc(N2CCCC2)nc(-c2ccccc2)n1 ?
PfG6PD inh: 5; hIAP act: 1.3; NR3A LBD binder: 1; MPTP block: 1.4; SENP1 FRET inh: 1; ATG4B inh: 4; SENP8 block: 18; SENP6 inh: 7

What do the screens show for `CN(C)CC1CCCCC1OC(=O)/C=C/c1ccc(Cl)cc1Cl` (stereo not given)?
PfG6PD inh: 22; hIAP act: 1.1; NR3A LBD binder: -1; MPTP block: -0.6; SENP1 FRET inh: 0; ATG4B inh: 0; SENP8 block: 8; SENP6 inh: -9

Results for O=C(c1ccc(Cn2c(=S)[nH]c3cc4c(cc3c2=O)OCO4)cc1)N1CCN(c2ccccc2)CC1 ?
PfG6PD inh: 12; hIAP act: 1.1; NR3A LBD binder: 1; MPTP block: 0.1; SENP1 FRET inh: 4; ATG4B inh: 27; SENP8 block: -1; SENP6 inh: -23

What do the screens show for `CS(=O)(=O)N1CCCC(C(=O)NCCCN2CCC(Cc3ccccc3)CC2)C1` (stereo not given)?
PfG6PD inh: -6; hIAP act: 1.2; NR3A LBD binder: 1; MPTP block: -1.7; SENP1 FRET inh: 0; ATG4B inh: -6; SENP8 block: -1; SENP6 inh: -14

What do the screens show for `CNC(=S)N1CCC(Cc2ccccc2)CC1`?
PfG6PD inh: 11; hIAP act: 0.8; NR3A LBD binder: -1; MPTP block: 1.7; SENP1 FRET inh: 2; ATG4B inh: -7; SENP8 block: 4; SENP6 inh: -3

Results for COc1ccccc1C1CCN(C(=O)c2cccs2)CC1 ?
PfG6PD inh: -5; hIAP act: 1.1; NR3A LBD binder: 0; MPTP block: -2.9; SENP1 FRET inh: 3; ATG4B inh: 8; SENP8 block: 7; SENP6 inh: -29

How did O=C(Oc1ccc(OC(=O)c2ccco2)c(S(=O)(=O)c2ccc(Br)cc2)c1)c1ccco1 do in these assays?
PfG6PD inh: -11; hIAP act: 1.1; NR3A LBD binder: 0; MPTP block: 4.9; SENP1 FRET inh: 3; ATG4B inh: -3; SENP8 block: 23; SENP6 inh: 7

How did NC(=O)NCc1cccc(Cl)c1 do in these assays?
PfG6PD inh: 0; hIAP act: 0.93; NR3A LBD binder: -5; MPTP block: 0.7; SENP1 FRET inh: 3; ATG4B inh: 4; SENP8 block: 10; SENP6 inh: -15

How did C#CCN(C[C@H]1[C@H](OC(=O)NCc2ccccc2F)[C@H](OC(=O)NCc2ccccc2F)C[C@@H](C(=O)OC)[C@H]1C(=O)OC)S(=O)(=O)c1ccc(C)cc1 do in these assays?
PfG6PD inh: 7; MPTP block: 0.7; SENP1 FRET inh: 1; SENP8 block: 2

How did COc1ccc(CNc2ccc3cn[nH]c3c2)c(OC)c1OC do in these assays?
PfG6PD inh: 40; hIAP act: 0.95; NR3A LBD binder: -3; MPTP block: 0.8; SENP1 FRET inh: -43; ATG4B inh: -13; SENP8 block: -68; SENP6 inh: 33

Results for Cc1nn(C)cc1S(=O)(=O)Nc1ccc(C(F)(F)F)cc1 ?
PfG6PD inh: -4; hIAP act: 0.97; NR3A LBD binder: 1; MPTP block: -0.3; SENP1 FRET inh: 0; ATG4B inh: -3; SENP8 block: -2; SENP6 inh: -16

What do the screens show for `Cn1c(SCC(=O)NC2CC2)nnc1-c1ccccc1`?
PfG6PD inh: 10; hIAP act: 0.85; NR3A LBD binder: 0; MPTP block: 0.3; SENP1 FRET inh: -1; ATG4B inh: 0; SENP8 block: 4; SENP6 inh: 10

Results for COC(=O)CNC(=O)C1CCN(S(=O)(=O)c2cnc[nH]2)CC1 ?
PfG6PD inh: -5; hIAP act: 0.88; NR3A LBD binder: 0; MPTP block: 0.2; SENP1 FRET inh: 3; ATG4B inh: 3; SENP8 block: 6; SENP6 inh: -5

How did COc1ccc(Cl)cc1S(=O)(=O)N(C)CC(=O)NCCCn1ccnc1 do in these assays?
PfG6PD inh: 13; hIAP act: 0.9; NR3A LBD binder: 3; MPTP block: -2.9; SENP1 FRET inh: 0; ATG4B inh: 0; SENP8 block: 1; SENP6 inh: -20

Next section (2 carried over from the part before).
Results for COC(=O)CNC(=O)C1CCN(S(=O)(=O)c2cnc[nH]2)CC1 ?
PfG6PD inh: -5; hIAP act: 0.88; NR3A LBD binder: 0; MPTP block: 0.2; SENP1 FRET inh: 3; ATG4B inh: 3; SENP8 block: 6; SENP6 inh: -5

How did COc1ccc(Cl)cc1S(=O)(=O)N(C)CC(=O)NCCCn1ccnc1 do in these assays?
PfG6PD inh: 13; hIAP act: 0.9; NR3A LBD binder: 3; MPTP block: -2.9; SENP1 FRET inh: 0; ATG4B inh: 0; SENP8 block: 1; SENP6 inh: -20

What do the screens show for `COC(=O)c1ccc(N2CCN(CC(=O)c3ccc(C)cc3)CC2)c([N+](=O)[O-])c1`?
PfG6PD inh: -2; hIAP act: 0.89; NR3A LBD binder: 0; MPTP block: 2.0; SENP1 FRET inh: -3; ATG4B inh: -7; SENP8 block: -163; SENP6 inh: -3

How did CN(C)c1ccc(C(=S)N2CCN(C(=S)Nc3ccc(Cl)cc3)CC2)cc1 do in these assays?
PfG6PD inh: 3; hIAP act: 1.2; NR3A LBD binder: -3; MPTP block: -1.8; SENP1 FRET inh: 6; ATG4B inh: 4; SENP8 block: 9; SENP6 inh: 5

What do the screens show for `CC(=O)Nc1ccc(NC(=O)C(C)OC(=O)CCC2CCCCC2)cc1` (stereo not given)?
PfG6PD inh: 0; hIAP act: 1.1; NR3A LBD binder: 1; MPTP block: 0.1; SENP1 FRET inh: 2; ATG4B inh: 2; SENP8 block: 0; SENP6 inh: 1

How did CN(Cc1cccs1)C(=O)CSc1nc(N)cc(N)n1 do in these assays?
PfG6PD inh: -4; hIAP act: 1; NR3A LBD binder: 0; MPTP block: -0.7; SENP1 FRET inh: 0; ATG4B inh: -2; SENP8 block: 11; SENP6 inh: 9

What do the screens show for `C=CCNC(=S)N1CC2(C)CN(C(=S)NCC=C)CC(C)(C1)C2=O`?
PfG6PD inh: -1; hIAP act: 1.2; NR3A LBD binder: 0; MPTP block: -2.5; SENP1 FRET inh: -1; ATG4B inh: -8; SENP8 block: 20; SENP6 inh: -9

What do the screens show for `Cc1cccc(C)c1NC(=O)C/C(N)=N/O`?
PfG6PD inh: 4; hIAP act: 1; NR3A LBD binder: -2; MPTP block: -0.5; SENP1 FRET inh: 3; ATG4B inh: 2; SENP8 block: 26; SENP6 inh: 1

How did CSc1ccccc1NC(=O)c1ccccc1N(Cc1ccccc1)S(C)(=O)=O do in these assays?
PfG6PD inh: 10; hIAP act: 0.91; NR3A LBD binder: 1; MPTP block: -2.2; SENP1 FRET inh: 3; ATG4B inh: -2; SENP8 block: 21; SENP6 inh: -1

How did CC(=O)c1ccc2c(ccc3ccccc32)c1 do in these assays?
PfG6PD inh: 6; hIAP act: 0.99; NR3A LBD binder: 0; MPTP block: -1.7; SENP1 FRET inh: 0; ATG4B inh: -16; SENP8 block: -28; SENP6 inh: 14

What do the screens show for `COC(=O)c1ccc(C)c(NC(=O)COC(=O)C2CC3CCCC(C2)C3=O)c1` (stereo not given)?
PfG6PD inh: -2; hIAP act: 1.3; NR3A LBD binder: 0; MPTP block: -1.9; SENP1 FRET inh: 5; ATG4B inh: -10; SENP8 block: 4; SENP6 inh: -3

What do the screens show for `CN(C)Cc1c(O)ccc2occ(C(O)c3ccccc3)c12` (stereo not given)?
PfG6PD inh: -5; hIAP act: 0.91; NR3A LBD binder: -1; MPTP block: 0.2; SENP1 FRET inh: 3; ATG4B inh: -1; SENP8 block: 29; SENP6 inh: 14

Results for FC(F)(F)c1ccc2c(c1)[nH]c(=S)n2C1CC1 ?
PfG6PD inh: 23; hIAP act: 1.3; NR3A LBD binder: 0; MPTP block: -5.9; SENP1 FRET inh: 0; ATG4B inh: -6; SENP8 block: 7; SENP6 inh: 5

Results for COc1ccc(NS(=O)(=O)c2ccc(C(=O)N3CCCCCC3)cc2)cc1 ?
PfG6PD inh: 3; hIAP act: 1; NR3A LBD binder: -9; MPTP block: 54*; SENP1 FRET inh: 0; ATG4B inh: 6; SENP8 block: 27; SENP6 inh: -5

What do the screens show for `O=C(O)CCCN1C(=O)C2C3CC(C2C1=O)C1C(c2ccccc2)c2sc(=O)[nH]c2SC31` (stereo not given)?
PfG6PD inh: 0; hIAP act: 1.2; NR3A LBD binder: 0; MPTP block: 0.5; SENP1 FRET inh: -16; ATG4B inh: -7; SENP8 block: 31; SENP6 inh: 7

How did Cc1[nH]n2c(=O)c3c(nc2c1-c1ccc(F)cc1)CCCC3 do in these assays?
PfG6PD inh: 4; hIAP act: 1.1; NR3A LBD binder: 1; MPTP block: 0.1; SENP1 FRET inh: 2; ATG4B inh: 2; SENP8 block: -211; SENP6 inh: 5

How did N#Cc1c(NC(=O)CCCN2C(=O)c3ccccc3C2=O)oc(-c2ccccc2)c1-c1ccccc1 do in these assays?
PfG6PD inh: -17; hIAP act: 0.94; NR3A LBD binder: 0; MPTP block: -0.2; SENP1 FRET inh: 0; ATG4B inh: 0; SENP8 block: -27; SENP6 inh: 9

What do the screens show for `Nc1nn2cc(-c3ccccc3)nc2c2ccccc12`?
PfG6PD inh: -6; hIAP act: 0.92; NR3A LBD binder: -6; MPTP block: 0.4; SENP1 FRET inh: 3; ATG4B inh: -13; SENP8 block: -403; SENP6 inh: 33

What do the screens show for `COc1ccccc1NS(=O)(=O)c1cccc(NC(=O)NCCCl)c1`?
PfG6PD inh: -5; hIAP act: 1.1; NR3A LBD binder: -1; MPTP block: 6.1; SENP1 FRET inh: 3; ATG4B inh: 1; SENP8 block: 37; SENP6 inh: -2

Results for COc1ccc(/C=C/C(=O)c2ccc(O)cc2)cc1COc1ccc(F)cc1 ?
PfG6PD inh: 8; hIAP act: 0.89; MPTP block: 17; SENP1 FRET inh: -2; ATG4B inh: 0; SENP8 block: -10; SENP6 inh: -5

What do the screens show for `COc1ccc(OC)c(N(CC(=O)NCCSCc2ccco2)S(=O)(=O)c2ccc(OC)c(OC)c2)c1`?
PfG6PD inh: -4; hIAP act: 0.84; NR3A LBD binder: 2; MPTP block: 0.8; SENP1 FRET inh: 0; ATG4B inh: 1; SENP8 block: 7; SENP6 inh: -20

Results for O=C(CSc1ncn(-c2ccccc2)n1)Nc1nncs1 ?
PfG6PD inh: -2; hIAP act: 0.98; NR3A LBD binder: -2; MPTP block: -0.1; SENP1 FRET inh: 0; ATG4B inh: 3; SENP8 block: 14; SENP6 inh: 4

How did CCCc1nnc(NC(=O)CCN2C(=O)c3ccccc3C2=O)s1 do in these assays?
PfG6PD inh: 8; hIAP act: 1; NR3A LBD binder: 1; MPTP block: -0.9; SENP1 FRET inh: -1; ATG4B inh: -13; SENP8 block: 26; SENP6 inh: 4

Results for O=C(NCCOc1ccccc1)c1cc(C(=O)NCCOc2ccccc2)cc([N+](=O)[O-])c1 ?
PfG6PD inh: 3; hIAP act: 0.97; NR3A LBD binder: -13; MPTP block: 56*; SENP1 FRET inh: 2; ATG4B inh: -23; SENP8 block: -4; SENP6 inh: 0

Results for CN1N=C(C(=O)N2CCc3c([nH]c4ccccc34)C2c2c(F)cccc2Cl)CCC1=O (stereo not given) ?
PfG6PD inh: -2; hIAP act: 1; NR3A LBD binder: -3; MPTP block: 0.0; SENP1 FRET inh: -5; ATG4B inh: -5; SENP8 block: 7; SENP6 inh: 6
